Screens (PubChem BioAssay)
CD11b adhes enh – CD11b/CD18-fibrinogen binding enhancement | activation, % at 10 µM | K562 CD11b/CD18 adhesion to fibrinogen, ATPlite luminescence | actives 0.07% (n = 93,000) | AID 1499 | P05107+P11215;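 active = 10 µM primary screen giving 50% or more activity, confirmed by 40% or more on retest at that dose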; note: strong numbers were not always called active
Rev-RRE block – inhibitors of HIV-1 Rev-RRE RNA interaction | P05866 | inhibition, % at 8 µM | actives 0.79% (n = 97,000) | AID 704 | Rev peptide-RRE RNA binding, FRET;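 active = inhibition above the screen-wide mean plus 3 SD, cut at about 35% in these data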;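 note: 0% = median DMSO wells and 100% = median Neomycin B control wells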
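Test system: labelled RRE RNA duplex and labelled Rev peptide. Times: 5 min compound–RNA preincubation, then 15 min with peptide, 25 °C. Doses: single-dose 8 µM. Measured by: FRET, excitation 480 nm, emission 540 nm donor and 671 nm acceptor. Measure: % inhibition of FRET ratio versus controls.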
ERb coact inh – blocks coactivator binding to human estrogen receptor beta; Q92731; TR-FRET ER-beta LBD / SRC1-Cy5 peptide binding; receptor agonist-loaded with 1 µM estradiol; inhibition, % at 25.6 µM; actives 1.3% (n = 86,000); AID 633;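 active = compounds whose percent inhibition of the receptor-coactivator binding signal exceeds about 50% in the single-dose screen, limit read from the data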;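 note: 0% = receptor plus peptide wells without compound and 100% = peptide-only wells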
Target sequence (Q92731 whole entry, looked up, the tested form may be a part): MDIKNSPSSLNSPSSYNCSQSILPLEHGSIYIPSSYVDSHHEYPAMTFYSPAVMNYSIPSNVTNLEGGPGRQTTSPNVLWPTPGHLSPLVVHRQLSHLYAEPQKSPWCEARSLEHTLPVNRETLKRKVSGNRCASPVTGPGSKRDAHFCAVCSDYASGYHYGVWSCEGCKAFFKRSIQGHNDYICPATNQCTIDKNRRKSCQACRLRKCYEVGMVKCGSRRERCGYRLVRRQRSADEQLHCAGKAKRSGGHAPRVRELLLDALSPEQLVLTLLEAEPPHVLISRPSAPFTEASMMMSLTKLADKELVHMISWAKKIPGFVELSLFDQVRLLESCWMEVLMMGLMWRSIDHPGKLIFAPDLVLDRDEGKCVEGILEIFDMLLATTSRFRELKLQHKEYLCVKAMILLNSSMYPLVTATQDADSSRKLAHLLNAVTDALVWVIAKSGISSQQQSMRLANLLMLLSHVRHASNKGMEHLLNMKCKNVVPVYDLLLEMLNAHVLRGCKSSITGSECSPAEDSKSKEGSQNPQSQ
PLK1 kinase inh – blocks human PLK1 kinase activity | P53350 | recombinant PLK1 kinase, TR-FRET peptide phosphorylation | inhibition, % at 10 µM | actives 0.53% (n = 97,000);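 active = inhibition of 50% or more in the single-concentration screen; inactive = inhibition below 50%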;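 note: 0% = DMSO max control and 100% = H-89 dihydrochloride min control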
FAK blocker – blocks human focal adhesion kinase activity; inhibition, %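 (tested at 7 µM)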; actives 0.84% (n = 97,000); Q05397; biochemical FAK kinase activity assay; AID 727; in the data active = inhibition above about 19%;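 note: 0% = DMSO and 100% = reference compound high control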
PLK1 PBD inh – Plk1 (human) PBD binding inhibition | P53350 | Plk1 PBD phosphopeptide binding, fluorescence polarization | inhibition, %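 (tested at about 20 µM)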 | actives 0.13% (n = 97,000); in the data active = inhibition above about 34%, passing the limit was not always enough
ERa coact pot – enhances coactivator binding to human estrogen receptor alpha; P03372; TR-FRET ERalpha-LBD/SRC-Cy5 coactivator binding, 2 h; 100 = basal binding, no effect; coactivator binding (% of control), % at 25.6 µM; actives 1.3% (n = 86,000); AID 639; in the data active = activity above about 200%;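 note: binding measured in presence of low estradiol as agonist stimulus; 0% = peptide alone without receptor and 100% = receptor with peptide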
Target sequence (P03372 whole entry, looked up, the tested form may be a part): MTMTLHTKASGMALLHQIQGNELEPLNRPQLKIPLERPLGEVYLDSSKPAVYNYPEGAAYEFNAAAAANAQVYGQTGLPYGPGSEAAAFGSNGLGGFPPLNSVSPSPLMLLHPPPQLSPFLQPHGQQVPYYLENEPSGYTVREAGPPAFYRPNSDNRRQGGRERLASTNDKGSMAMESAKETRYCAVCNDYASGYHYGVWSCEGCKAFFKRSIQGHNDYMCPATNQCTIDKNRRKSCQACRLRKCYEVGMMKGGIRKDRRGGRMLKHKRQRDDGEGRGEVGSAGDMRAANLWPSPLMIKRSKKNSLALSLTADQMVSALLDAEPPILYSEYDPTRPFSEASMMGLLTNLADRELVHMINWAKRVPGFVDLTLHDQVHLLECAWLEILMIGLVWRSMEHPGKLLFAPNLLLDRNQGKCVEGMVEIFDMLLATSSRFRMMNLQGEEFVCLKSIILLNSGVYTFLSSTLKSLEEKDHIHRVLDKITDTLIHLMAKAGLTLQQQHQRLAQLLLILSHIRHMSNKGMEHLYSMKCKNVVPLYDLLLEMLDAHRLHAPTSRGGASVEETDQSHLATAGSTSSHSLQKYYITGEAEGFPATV
Mac1 fbg inh – CD11b/CD18-fibrinogen binding inhibition; inhibition, % at 10 µM; actives 0.54% (n = 93,000); P05107+P11215; AID 1497; K562 CD11b/CD18 adhesion to fibrinogen, ATPlite luminescence; Mn2+ added to activate the integrin;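 active = primary inhibition of 50% or more at 10 µM, then 40% or more on retest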; note: some results filed as inactive read as strong as hits
ERa SRC1 inh – ER-alpha (human) coactivator binding inhibition. TR-FRET ER-alpha LBD / SRC-1 peptide, estradiol-bound. actives 1.7% (n = 86,000). inhibition, % at 25.6 µM; in the data active = inhibition above about 50%;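 note: 0% = receptor plus peptide control and 100% = peptide only without receptor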
Numbers without * were called inactive; [ ] = remark or other dose.

How did O=c1c2ccccc2nnn1CSc1nnc(-c2cccnc2)n1-c1ccccc1F do in these assays?
CD11b adhes enh: -3; Rev-RRE block: 5; ERb coact inh: -12; PLK1 kinase inh: 25; FAK blocker: 0; PLK1 PBD inh: 4; ERa coact pot: 115; Mac1 fbg inh: -3; ERa SRC1 inh: -2

How did Cn1c(=O)c2[nH]c(NCC3CCCO3)nc2n(-c2ccccc2)c1=O (stereo not drawn) do in these assays?
CD11b adhes enh: 0; Rev-RRE block: 8; ERb coact inh: -4[fluorescence artefact?]; PLK1 kinase inh: 10; FAK blocker: -1; PLK1 PBD inh: -12; ERa coact pot: 103; Mac1 fbg inh: 4; ERa SRC1 inh: -11[fluorescence artefact?]

How did O=C1c2ccccc2NC(c2ccc(Cl)cc2Cl)N1Cc1ccccc1 (stereo not drawn) do in these assays?
CD11b adhes enh: 4; Rev-RRE block: 12; ERb coact inh: 2; PLK1 kinase inh: -10; FAK blocker: 0; PLK1 PBD inh: 12; ERa coact pot: 128; Mac1 fbg inh: -21; ERa SRC1 inh: 16

How did CN1CCN(S(=O)(=O)c2ccc(Sc3nc4ccccc4[nH]3)c3nsnc23)CC1 do in these assays?
CD11b adhes enh: -2; Rev-RRE block: 4; ERb coact inh: 34[fluorescence artefact?]; PLK1 kinase inh: -5; FAK blocker: -2; PLK1 PBD inh: -17; ERa coact pot: 111[fluorescence artefact?]; Mac1 fbg inh: 8; ERa SRC1 inh: 0

How did Cc1ccc2c(c1)N(CC(=O)N1CCCc3ccccc31)C(=O)CO2 do in these assays?
CD11b adhes enh: -2; Rev-RRE block: -1; ERb coact inh: 2; PLK1 kinase inh: -9; FAK blocker: 0; PLK1 PBD inh: 8; ERa coact pot: 81; Mac1 fbg inh: -7; ERa SRC1 inh: 3[fluorescence artefact?]

How did Cc1ccc(-c2csc(=S)n2CC(=O)OCC(=O)NCc2ccco2)cc1 do in these assays?
CD11b adhes enh: 0; Rev-RRE block: 0; ERb coact inh: -7; PLK1 kinase inh: -13; FAK blocker: -2; PLK1 PBD inh: 10; ERa coact pot: 121; Mac1 fbg inh: 7; ERa SRC1 inh: -1

How did CCN1C(=O)CSc2ccc(C(=O)NCc3ccc(OC)cc3)cc21 do in these assays?
CD11b adhes enh: 1; Rev-RRE block: 6; ERb coact inh: -3; PLK1 kinase inh: 4; FAK blocker: 0; PLK1 PBD inh: -5; ERa coact pot: 106; Mac1 fbg inh: -20; ERa SRC1 inh: -4

How did Cc1ccc(S(=O)(=O)NC2CCCC2)cc1C do in these assays?
CD11b adhes enh: -4; Rev-RRE block: -1; PLK1 kinase inh: -24; FAK blocker: 1; PLK1 PBD inh: -1; Mac1 fbg inh: 6

How did O=C(O)c1ccc2[nH]c3c(c2c1)CSCC3 do in these assays?
CD11b adhes enh: -4; Rev-RRE block: 4; ERb coact inh: -1; PLK1 kinase inh: 15; FAK blocker: -3; PLK1 PBD inh: -18; ERa coact pot: 115; Mac1 fbg inh: 6; ERa SRC1 inh: 3

Results for O=C(c1ccc(F)cc1)C1CCN(C(=O)NCc2ccccc2)CC1 ?
CD11b adhes enh: 0; Rev-RRE block: -3; PLK1 kinase inh: -11; FAK blocker: -1; PLK1 PBD inh: 8; Mac1 fbg inh: -6

What do the screens show for `Cc1ccc(NS(=O)(=O)c2ccc(NC(=O)c3cccc(NC(=O)C(C)C)c3)cc2)cc1`?
CD11b adhes enh: -1; Rev-RRE block: 11; PLK1 kinase inh: -14; FAK blocker: 3; PLK1 PBD inh: 14; Mac1 fbg inh: 4

Results for COc1cccc2cc(C(=O)NC3CC(C)(C)NC(C)(C)C3)c(=O)oc12 ?
Rev-RRE block: 7; ERb coact inh: 0; PLK1 kinase inh: -5; FAK blocker: 1; PLK1 PBD inh: 1; ERa coact pot: 116; ERa SRC1 inh: 1

What do the screens show for `COc1ccc(-c2nc(N)ncc2Oc2ccccc2Br)c(O)c1`?
CD11b adhes enh: -1; Rev-RRE block: 8; ERb coact inh: 36[fluorescence artefact?]; PLK1 kinase inh: -32; FAK blocker: 18; PLK1 PBD inh: -13; ERa coact pot: 241*[fluorescence artefact?]; Mac1 fbg inh: 4; ERa SRC1 inh: 24[fluorescence artefact?]

Results for Cc1cc(C)n(/N=C/c2c[nH]c3ccccc23)c(=O)c1C#N ?
CD11b adhes enh: 0; Rev-RRE block: -1; ERb coact inh: -17; PLK1 kinase inh: -10; FAK blocker: 0; PLK1 PBD inh: 0; ERa coact pot: 99; Mac1 fbg inh: -32; ERa SRC1 inh: -3[fluorescence artefact?]

How did CS(=O)(=O)Nc1ccc(C(=O)NCc2ccc3c(c2)OCO3)cc1 do in these assays?
CD11b adhes enh: 3; Rev-RRE block: 5; ERb coact inh: -6; PLK1 kinase inh: -10; FAK blocker: 0; PLK1 PBD inh: -3; ERa coact pot: 107[fluorescence artefact?]; Mac1 fbg inh: 28; ERa SRC1 inh: 6

How did CC(C)(C)NCC(=O)c1c[nH]c2ccccc12 do in these assays?
Rev-RRE block: 4; PLK1 kinase inh: -5; FAK blocker: 2; PLK1 PBD inh: 6

Results for COC(=O)c1c(NC(=O)CSc2nnnn2-c2ccc3c(c2)OCO3)sc(C)c1C ?
CD11b adhes enh: -4; Rev-RRE block: 11; ERb coact inh: -6; PLK1 kinase inh: -12; FAK blocker: 0; PLK1 PBD inh: -21; ERa coact pot: 111; Mac1 fbg inh: 6; ERa SRC1 inh: -12

What do the screens show for `CCOc1ccc(N2CC(C(=O)Nc3ccc(S(=O)(=O)N4CCOCC4)cc3)CC2=O)cc1` (stereo not drawn)?
CD11b adhes enh: -3; Rev-RRE block: 10; ERb coact inh: -3; PLK1 kinase inh: 17; FAK blocker: -2; PLK1 PBD inh: -18; ERa coact pot: 120; Mac1 fbg inh: 2; ERa SRC1 inh: -10

What do the screens show for `COc1ccc2[nH]c(=O)c(CN(C(=O)c3ccncc3)C(C)C)cc2c1`?
Rev-RRE block: 4; ERb coact inh: -4; PLK1 kinase inh: -1; FAK blocker: -3; PLK1 PBD inh: 12; ERa coact pot: 106; ERa SRC1 inh: 3

What do the screens show for `COCCNC(=O)C(C)N(c1ccc(OC)cc1)S(C)(=O)=O` (stereo not drawn)?
CD11b adhes enh: -1; Rev-RRE block: 6; ERb coact inh: 3; PLK1 kinase inh: 0; FAK blocker: 1; PLK1 PBD inh: 0; ERa coact pot: 103; Mac1 fbg inh: -4; ERa SRC1 inh: 0

Results for Cc1ccc(-n2nc(C)cc2NC(=O)c2ccc(C)s2)cc1 ?
CD11b adhes enh: 2; Rev-RRE block: 5; ERb coact inh: -4; PLK1 kinase inh: -9; FAK blocker: 0; PLK1 PBD inh: -11; ERa coact pot: 104; Mac1 fbg inh: 4; ERa SRC1 inh: 1

What do the screens show for `O=C(CN1CCNCC1)Nc1ccc(Oc2ccccc2)cc1`?
CD11b adhes enh: -1; Rev-RRE block: -6; ERb coact inh: 6; PLK1 kinase inh: -13; FAK blocker: 0; PLK1 PBD inh: -15; ERa coact pot: 79; Mac1 fbg inh: 15; ERa SRC1 inh: 10

What do the screens show for `CC(=O)Nc1ccc(N2C(=O)C3C4CC(=O)C(c5ccccc54)C3C2=O)cc1` (stereo not drawn)?
CD11b adhes enh: 1; Rev-RRE block: 1; PLK1 kinase inh: -5; FAK blocker: -6; PLK1 PBD inh: 9; Mac1 fbg inh: -11

Results for COc1cccc(-n2c(COc3ccccc3C)nnc2SCC(=O)O)c1 ?
CD11b adhes enh: -2; Rev-RRE block: 4; ERb coact inh: -8; PLK1 kinase inh: -7; FAK blocker: -1; PLK1 PBD inh: -19; ERa coact pot: 111; Mac1 fbg inh: -17; ERa SRC1 inh: -6

How did OC(COc1ccc2c(c1)CCC2)Cn1cnc2ccccc21 (stereo not drawn) do in these assays?
CD11b adhes enh: 0; Rev-RRE block: 13; ERb coact inh: -2; PLK1 kinase inh: -10; FAK blocker: 1; PLK1 PBD inh: 14; ERa coact pot: 109; Mac1 fbg inh: 38; ERa SRC1 inh: 3

Results for O=C(Nc1cccnc1)C1(F)C(F)(F)C(F)(F)C(F)(F)C(F)(F)C1(F)F ?
Rev-RRE block: 8; ERb coact inh: 5; PLK1 kinase inh: 5; FAK blocker: -3; PLK1 PBD inh: -14; ERa coact pot: 108; ERa SRC1 inh: -3

What do the screens show for `Cc1c(NC(=O)c2cccc(F)c2)c(=O)n(-c2ccccc2)n1C`?
CD11b adhes enh: -2; Rev-RRE block: 0; ERb coact inh: -6; PLK1 kinase inh: -13; FAK blocker: 3; PLK1 PBD inh: -7; ERa coact pot: 113; Mac1 fbg inh: -32; ERa SRC1 inh: -7

How did O=C(CCCn1c(SCC(=O)c2ccc(Cl)cc2)nc2ccccc2c1=O)NCc1ccco1 do in these assays?
CD11b adhes enh: 5; Rev-RRE block: 3; ERb coact inh: 3; PLK1 kinase inh: -18; FAK blocker: -3; PLK1 PBD inh: -12; ERa coact pot: 113; Mac1 fbg inh: 11; ERa SRC1 inh: 4

Results for CCn1c(=O)c(=O)n(CC)c2cc(S(=O)(=O)Nc3cccc(OC)c3)ccc21 ?
CD11b adhes enh: 0; Rev-RRE block: 5; ERb coact inh: -5; PLK1 kinase inh: -4; FAK blocker: -3; PLK1 PBD inh: 0; ERa coact pot: 115; Mac1 fbg inh: 11; ERa SRC1 inh: 1

How did Cc1cccc(C)c1NC1=NC2(CCCCC2)N=C(N)N1 do in these assays?
CD11b adhes enh: -6; Rev-RRE block: 0; ERb coact inh: -1[fluorescence artefact?]; PLK1 kinase inh: -1; FAK blocker: -3; PLK1 PBD inh: 7; ERa coact pot: 90; Mac1 fbg inh: 3; ERa SRC1 inh: 6

How did O=C(NCc1ccc2c(c1)OCO2)c1cc2ccccc2oc1=O do in these assays?
Rev-RRE block: -8; ERb coact inh: 6; PLK1 kinase inh: -5; FAK blocker: -2; PLK1 PBD inh: 2; ERa coact pot: 89; ERa SRC1 inh: -3

Results for Cc1ccc(S(=O)(=O)Nc2ccc3oc(=O)sc3c2)c(C)c1 ?
CD11b adhes enh: 1; Rev-RRE block: 5; PLK1 kinase inh: -6; FAK blocker: -6; PLK1 PBD inh: -20; Mac1 fbg inh: -38

What do the screens show for `O=[N+]([O-])c1ccc(NC(=S)N/C(=N/CS(=O)(=O)c2ccccc2)c2ccccc2)cc1`?
CD11b adhes enh: -2; Rev-RRE block: -2; ERb coact inh: -6; PLK1 kinase inh: 6; FAK blocker: -10; PLK1 PBD inh: 7; ERa coact pot: 65[fluorescence artefact?]; Mac1 fbg inh: 4; ERa SRC1 inh: -14

How did C[n+]1cc[nH]c1SCC(=O)c1ccccc1 do in these assays?
CD11b adhes enh: -1; Rev-RRE block: 8; ERb coact inh: -5; PLK1 kinase inh: -10; FAK blocker: -1; PLK1 PBD inh: -14; ERa coact pot: 112; Mac1 fbg inh: 1; ERa SRC1 inh: -37

For reference, some entries already given:
Results for CCn1c(=O)c(=O)n(CC)c2cc(S(=O)(=O)Nc3cccc(OC)c3)ccc21 ?
CD11b adhes enh: 0; Rev-RRE block: 5; ERb coact inh: -5; PLK1 kinase inh: -4; FAK blocker: -3; PLK1 PBD inh: 0; ERa coact pot: 115; Mac1 fbg inh: 11; ERa SRC1 inh: 1

How did Cc1cccc(C)c1NC1=NC2(CCCCC2)N=C(N)N1 do in these assays?
CD11b adhes enh: -6; Rev-RRE block: 0; ERb coact inh: -1[fluorescence artefact?]; PLK1 kinase inh: -1; FAK blocker: -3; PLK1 PBD inh: 7; ERa coact pot: 90; Mac1 fbg inh: 3; ERa SRC1 inh: 6

How did O=C(NCc1ccc2c(c1)OCO2)c1cc2ccccc2oc1=O do in these assays?
Rev-RRE block: -8; ERb coact inh: 6; PLK1 kinase inh: -5; FAK blocker: -2; PLK1 PBD inh: 2; ERa coact pot: 89; ERa SRC1 inh: -3
